# CaV13 ICDI inh = Primary screen for inhibitors of IQ motif and Ca2+-dependent inactivation inhibitor domain binding in CACNA1D, Förster resonance energy transfer in living cells, … | inhibition, % at 12.3 µM | 0.098% of 340,000 active | AID 743397 | HEK cells, CFP/YFP FRET ICDI-IQ, plate reader, 10 min; percent FRET-ratio fall versus neutral wells;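 active = mean replicate inhibition of at least 30% and at least 1% of replicates passing that level; inconclusive = only one of the two criteria is met; inactive = neither criterion is met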;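 also: 0% = median of the neutral control wells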
# Cardio protect = myocardial damage modulation in H9c2 cells. 0.63% of 360,000 active. AID 588492. protection from H2O2 cell death, % at 20 µM. H9c2 cardiomyocytes, H2O2 injury protection, ATPLite, 2 h;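 active = compounds giving at least 50% protection of heart cells from peroxide-induced death in the single-dose screen, raw or plate-pattern-corrected value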;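 also: 0% = DMSO wells with peroxide and 100% = DMSO wells without peroxide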
# PDI turbidity = PDI (human) enzyme inhibition; P07237; AID 588391; inhibition, % at 10 µM; PDI insulin aggregation turbidity, A650, 90 min; 0.052% of 350,000 active;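 active = mean inhibition across replicates of 30% or more, whatever share of single replicates reach that level; inconclusive = mean inhibition below 30% while every single replicate reaches 30%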;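 also: absorbance from insulin aggregation driven by PDI reduction with DTT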
# Target sequence (P07237 whole entry, looked up): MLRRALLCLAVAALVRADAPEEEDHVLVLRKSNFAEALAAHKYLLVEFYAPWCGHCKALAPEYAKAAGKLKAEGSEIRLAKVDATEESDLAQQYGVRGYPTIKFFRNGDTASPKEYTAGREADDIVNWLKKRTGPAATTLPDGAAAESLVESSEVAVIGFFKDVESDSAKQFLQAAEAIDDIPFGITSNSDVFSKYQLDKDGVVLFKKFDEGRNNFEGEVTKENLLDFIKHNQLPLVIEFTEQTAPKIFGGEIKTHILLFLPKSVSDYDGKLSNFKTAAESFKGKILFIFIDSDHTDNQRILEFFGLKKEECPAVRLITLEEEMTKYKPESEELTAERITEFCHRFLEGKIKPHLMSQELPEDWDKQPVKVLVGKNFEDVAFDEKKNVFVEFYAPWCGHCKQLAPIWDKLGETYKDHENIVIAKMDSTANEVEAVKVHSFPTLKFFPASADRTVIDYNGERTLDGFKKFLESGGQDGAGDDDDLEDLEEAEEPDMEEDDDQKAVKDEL
# MC4R antagonist = blocks human MC4R cAMP signaling; 0.48% of 360,000 active; MC4R-expressing cells, MTII-stimulated cAMP, LANCE TR-FRET; P32245; inhibition, % at 6.5 µM;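 active = inhibition above its plate's cutoff, the mean of tested wells on that plate plus 3 SD, cut at about 29% in these data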;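 also: 0% = Melanotan II alone and 100% = Melanotan II plus saturating MCL0020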
# Target sequence (P32245 whole entry, looked up): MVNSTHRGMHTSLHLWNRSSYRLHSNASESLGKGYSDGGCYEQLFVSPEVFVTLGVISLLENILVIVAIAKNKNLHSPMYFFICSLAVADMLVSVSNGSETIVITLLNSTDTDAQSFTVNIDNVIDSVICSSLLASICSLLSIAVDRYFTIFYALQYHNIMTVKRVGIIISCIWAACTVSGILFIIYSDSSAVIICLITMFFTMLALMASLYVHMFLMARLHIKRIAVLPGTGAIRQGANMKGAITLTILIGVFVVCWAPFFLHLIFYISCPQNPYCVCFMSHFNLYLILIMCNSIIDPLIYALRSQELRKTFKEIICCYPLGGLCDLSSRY
#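 System: U2OS-MC4R stable cell line; Technique: Eu-cAMP/anti-cAMP TR-FRET, emission 671 nm; Repeats: single well per compound; Also added: Melanotan II; Dosing: one concentration, 6.5 µM nominal; Schedule: 30-min compound, 1-h challenge, 1-h detection, room temperature.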
# ABCB6 inh 2 = blocks the human ABCB6 transporter; 0.19% of 360,000 active; K562-ABCB6 porphyrin accumulation, flow cytometry, 1 h; stronger effect = lower value; Q9NP58; fluorescence ratio to DMSO, % at 10 µM; AID 602162;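 active = fluorescence ratio to DMSO below 75%, the collection mean minus 3 SD; inconclusive = too few cells collected in the well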;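 also: signal is porphyrin accumulated inside mitochondria; 100% equals median channel fluorescence of DMSO control wells; lower ratio means ABCB6 inhibition with less porphyrin fluorescence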
# Granule exo inh = blocks lytic granule exocytosis. 0.66% of 360,000 active. inhibition, % at 10 µM. TALL-104 LAMP-1 surface exposure, flow cytometry; cells stimulated with thapsigargin and PMA;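 active = inhibition above about 55%, limit read from the data; inconclusive = no clear call, values can overlap the other calls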
# N-glyco inh = N-linked glycosylation inhibition; D54 ERlucT glycosylation luciferase reporter, 24 h; percent of 100 nM tunicamycin response; reporter increase, % at 12.5 µM; 0.23% of 360,000 active; AID 588692;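 active = mean luciferase reporter signal, scaled so untreated is 0 and the glycosylation-blocking control 100, at or above a set limit in every replicate; inconclusive = mean reaches the limit but not every replicate does; inactive = mean below the limit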;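 also: luciferase carries N-glycosylation sites so blocking glycosylation raises the light; 0% = median of neutral control wells and 100% = median of 100 nM tunicamycin wells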
# MC4R barr agon = agonists of human melanocortin 4 receptor (MC4R) beta-arrestin; 0.98% of 360,000 active; P32245; activation, % at 8.9 µM; AID 540308; U2OS MC4R beta-arrestin complementation, luminescence; percent of melanotan II response, DMSO zero;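 active = activation above a per-plate cutoff, the mean activation of sample wells on that plate plus 3 SD, cut at about 8% in these data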
# ABHD5-PLIN5 inh = inhibitors of human ABHD5-perilipin-5 interaction. Split G. princeps luciferase complementation, luminescence, 4 h. 0.78% of 360,000 active. inhibition, % at 4 µM. Q00G26+Q8WTS1. AID 602281;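 active = inhibition above the mean inhibition across every tested compound plus 3 SD, cut at about 22% in these data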;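 also: 0% = DMSO only wells and the 100% control is not disclosed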
# HTR2A ag = agonists of mouse serotonin 5-HT2A receptor (HTR2A). P35363. CHO-K1 mHTR2A beta-arrestin complementation, luminescence; percent of 30 µM serotonin response. activation, % at 7.6 µM. 0.66% of 360,000 active. AID 624169;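 active = activation above a run cutoff, the mean activation of all tested compounds plus 3 SD, cut at about 14% in these data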;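 also: 0% = plate median of compound wells and 100% = 30 µM serotonin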
# * marks the source's active call; other numbers are inactive results; ? = inconclusive; . = not tested or not shown. No enrichment for hits; overall some 4.2% were active at least once.
Molecule,CaV13 ICDI inh,Cardio protect,PDI turbidity,MC4R antagonist,ABCB6 inh 2,Granule exo inh,N-glyco inh,MC4R barr agon,ABHD5-PLIN5 inh,HTR2A ag
COc1ccc(OC)c(COC(=O)c2cc([N+](=O)[O-])ccc2N2CCOCC2)c1,-2,6,-11,-2,99,?,7,1.3,-4,-7
C=CCOc1ccc(C[C@H](N)C(=O)NC[C@H]2O[C@@H](n3cc(C)c(=O)[nH]c3=O)C[C@@H]2O)cc1,-10,-1,5,3,100,5,2,-2.0,3,-2
CCOc1ccc(N=Cc2c(O)c3ccccc3oc2=O)cc1,-3,-5,8,-3,87,-1,4,-1.4,-1,-3
OC1CCN(CC(O)C(F)(F)F)CC1 (centres undefined),-6,-2,2,8,97,0,0,-2.6,1,4
Cc1ccc(S(=O)(=O)c2cc3c(=O)n4cccc(C)c4nc3n(C3CCCCC3)c2=N)cc1,.,-6,-9,7,90,8,2,-1.5,0,-6
COc1ccc(C2CCCN2C(=O)Nc2ccc(Cl)cc2)cc1OC (centres undefined),-6,4,12,7,97,-3,-5,-0.6,5,-4
C/C(N)=C(/C#N)C(=O)COC(=O)CC1CCCC1,.,3,7,-2,101,-1,0,-0.1,0,-1
COc1ccc(C(=O)NCCc2nnc3ccc(SCC(=O)N4CCCCC4)nn23)cc1,.,3,-3,1,99,1,2,-2.9,0,-7
CN1CCN(S(=O)(=O)c2ccc(NC(=O)C(C)(C)C)cc2)CC1,-7,-3,-1,8,87,-2,3,-1.5,2,0
CC(NC(=S)NC1CCC(C(C)(C)C)CC1)c1ccccc1 (centres undefined),-6,-8,-3,-3,93,5,-7,-2.0,-6,-4
CCOc1ccc(Cc2c(O)nc(SC)[nH]c2=O)cc1,-5,-2,2,7,93,6,0,-0.7,-1,2
OCC[C@@H]1C[C@@H](O)[C@H](O)[C@]2(CCCc3ccccc3O2)O1,-9,12,-1,3,102,11,-2,-1.4,9,10
Cc1cc(C(=O)N2CCC2(C)C(=O)NCCC#N)nn1C (centres undefined),-3,0,0,15,93,4,1,-0.6,-7,-6
COC(=O)C1=C(N)Oc2cc(C)n(Cc3cccnc3)c(=O)c2C1c1cc(OC)ccc1OC (centres undefined),.,2,21,12,103,-1,3,0.3,-5,3
O=C1c2ccccc2CN1C(CO)Cc1ccccc1 (centres undefined),-6,-3,1,0,86,16,1,-0.2,-2,-3
N#Cc1cccc(NCC(=O)Nc2ccc3c(c2)OCCO3)c1,-5,-5,-4,3,95,1,-9,-2.6,3,1
Cc1ccc(CCCNC(=O)C2CCC(=O)N(Cc3cccc(F)c3)C2)cc1 (centres undefined),-16,2,-3,0,104,0,-2,0.9,2,1
Cc1ccc2[nH]c(C)c(CC(=O)O)c2c1,.,-6,-3,6,107,-5,1,-0.8,-10,0
C=CC1(C)CN(Cc2ccco2)S(=O)(=O)c2c(F)cccc2O1 (centres undefined),-5,3,1,5,97,5,0,-1.1,8,-2
COc1cc(OC)c2c(c1)C(=O)OC2,-7,12,2,1,100,2,2,-1.5,7,-1

# Next part:
Molecule,CaV13 ICDI inh,Cardio protect,PDI turbidity,MC4R antagonist,ABCB6 inh 2,Granule exo inh,N-glyco inh,MC4R barr agon,ABHD5-PLIN5 inh,HTR2A ag
CCOC(=O)Cn1c(CN2CC(C)OC(C)C2)nc2c1c(=O)n(C)c(=O)n2C (centres undefined),-9,6,.,17,100,-1,2,0.7,-7,6
COc1ccccc1N1CCN(C(=O)c2noc(C(C)C)c2[N+](=O)[O-])CC1,.,1,-11,0,101,0,-1,1.3,5,1
COc1ccccc1N(CC(=O)NC(C)(C)C)S(=O)(=O)c1cccs1,-3,7,4,4,93,2,1,-1.9,-6,0
O=C(NNC(=O)c1ccccc1OCc1ccc(F)cc1)c1ccccc1O,-6,39,-1,0,104,-1,-10,-1.7,-6,0
C[C@H](CO)N1C[C@H](C)[C@@H](CN(C)Cc2ccccc2)Oc2c(NC(=O)c3ccncc3)cccc2C1=O,-5,10,-5,3,98,1,-3,-0.7,4,10
NS(=O)(=O)c1ccc(CCNC(=O)CC(c2ccccc2)c2ccccc2)cc1,-2,-2,-3,-2,86,2,-1,-0.1,-13,10
Cc1ccccc1NC(C)C(=O)N/N=C/c1ccccc1OCc1cccc(Br)c1 (centres undefined),-5,-7,-8,0,89,-1,-4,0.0,0,-6
Cc1ccc(-c2nc(-c3cccnc3)no2)c(C)c1,-6,-5,-7,-4,101,-2,-8,4.3,1,3
Cc1ccc(-c2nnc3ccc(SCC(=O)Nc4cc(C)on4)nn23)cc1,-8,4,2,7,97,2,5,-1.0,3,-1
CCc1cccc(N(CC(=O)NC2CCCCC2)C(=O)c2csnn2)c1,-4,2,-12,4,95,7,0,-1.6,-1,-3
Cc1ccc(C(=O)/C=C/Nc2ccc([N+](=O)[O-])cc2Br)cc1,-5,-15,-3,0,99,0,-1,-1.4,1,-2
NC(=O)CC(NC(=O)Cc1cccc2ccccc12)c1ccc(NC2CCCCCCC2)c([N+](=O)[O-])c1 (centres undefined),-5,-9,-1,-2,86,-8,2,0.6,5,-2
Cc1cc(NC(=O)CSc2nc(C(C)C)nc3sc4c(c23)CCCC4)no1,-5,-4,-7,14,98,-4,-3,8.5*,5,5
Cc1nc(-c2cccc(NC(=O)c3ccco3)c2)cs1,.,3,-9,5,100,-2,0,-4.6,-10,-4
COc1cc(/C=C(/C#N)C(=O)NC(C)c2ccccc2)cc(OC)c1O (centres undefined),-5,6,-5,10,109,-4,2,0.9,14,5
CC(C)NC(=O)N(C)C[C@H]1Oc2ccc(NC(=O)Nc3ccccc3)cc2C(=O)N([C@@H](C)CO)C[C@@H]1C,-5,8,-2,1,92,-6,3,-2.1,3,6
O=C(NC1=NCCS1)c1ccc(Cl)c(S(=O)(=O)N2CCOCC2)c1,-6,11,-4,5,97,-2,-1,0.4,3,3
C/C(CC(=O)Nc1cccc(Cl)c1Cl)=N\NC(=O)C(=O)N1CCCC1,-5,-1,-7,9,96,15,2,-1.1,2,2
O=C(Nc1ccccc1C(=O)N1CCOCC1)C1CCC(=O)N1C1CCCC1 (centres undefined),-5,8,-3,11,105,-1,1,-2.1,10,1
COCCN(C(=O)COC(=O)c1ccccc1Oc1ccccc1)c1c(N)n(Cc2ccccc2)c(=O)[nH]c1=O,.,-6,5,0,99,-14,1,-0.7,1,-2

# Carrying on.
Molecule,CaV13 ICDI inh,Cardio protect,PDI turbidity,MC4R antagonist,ABCB6 inh 2,Granule exo inh,N-glyco inh,MC4R barr agon,ABHD5-PLIN5 inh,HTR2A ag
Cc1c2cnn(CC(=O)NCCCN3CCCCC3C)c(=O)c2c(C)n1Cc1ccccc1 (centres undefined),-3,0,.,15,99,13,0,1.4,-9,-3
COc1ccc(-c2cn3cc(C(F)(F)F)cc(Cl)c3n2)cc1,-5,-8,0,-4,101,1,8,0.2,-2,1
CNC(=S)N/N=C/c1cc(Br)cc(Br)c1O,-5,44,-10,-1,89,2,0,1.0,4,-2
O=S(=O)(Cc1ccccc1)NCC1CCCN(Cc2ccc(F)c(F)c2)C1 (centres undefined),-4,-4,-2,4,96,-5,-5,1.7,9,-6
COc1cc(/C=C2\SC(=O)N(CC(=O)Nc3cccc(C)c3)C2=O)cc([N+](=O)[O-])c1O,-5,-9,-5,17,103,8,0,-1.8,3,-1
CC(OC(=O)CCN=C1NS(=O)(=O)c2ccccc21)C(=O)Nc1ccc(F)c(F)c1F (centres undefined),-6,0,-4,0,100,-16,1,0.8,-11,-2
CCOC(=O)C(C)On1c(-c2ccc(Cl)cc2)nc2ccc([N+](=O)[O-])cc21 (centres undefined),-5,-23,-5,0,102,55,-6,1.3,-10,0
COc1ccc(C)cc1NC(=O)CN1CCCN(S(=O)(=O)c2ccc(Br)cc2)CC1,-4,-2,-7,3,99,49,-2,0.1,9,1
CC(C)C1C(=O)N(Cc2cn(CC3CCCCC3)nn2)CCS(=O)(=O)N1Cc1ccc(-c2cccc(CO)c2)cc1 (centres undefined),-3,-16,20,1,96,12,0,-2.2,-1,-6
Cc1ccccc1OCC(=O)NC1CCCCCCC1,-4,-7,1,3,90,-4,-3,2.5,-7,-4
OC1CC2CCC(C1)N2CCCN1c2ccccc2Sc2ccc(Cl)cc21 (centres undefined),-5,-17,11,2,98,4,-7,-1.9,27*,-7
O=C(NC(=S)Nc1ccccc1N1CCOCC1)c1sc2ccccc2c1Cl,-5,-7,0,3,106,-1,0,-1.5,-2,2
COCCN1C(=O)CCC1(C)C(=O)NC(C)(C)C (centres undefined),-10,-1,.,.,79,-1,3,.,-1,-1
COC(=O)c1c(NC(C)=O)sc2c1CCCCC2,-6,0,-1,3,102,-3,0,0.4,-6,-1
CCN(C(=O)CCNC(=O)Cn1cnc2ccccc2c1=O)c1cccc(Cl)c1,-4,-5,-3,-3,83,-4,-1,-1.2,-5,-4
Cc1cccc(-n2ccnc2SCC(=O)O)c1C,-6,-3,-9,-6,104,4,2,-2.5,-3,1
CCCOc1ccc(C(=O)CCC(=O)OCC(=O)N(CC)c2c(N)n(Cc3ccccc3)c(=O)[nH]c2=O)cc1,-20,-9,-4,5,101,3,1,-1.7,-2,-6
Cc1cc(Nc2ccc(C(=O)N3CCCCC3)cc2)c2cccc(C)c2n1,-5,7,-3,15,94,5,0,-1.0,6,-5
COc1ccc(NC(=O)CSc2nc3c(c(=O)n2-c2ccc(C)cc2)SCC3)c(OC)c1,-5,-4,19,7,95,-5,1,-2.2,4,1
COc1ccc2nc(SCC(=O)N3CCN(c4ccc(F)cc4)CC3)c(C#N)cc2c1,.,11,-3,-8,101,-5,-1,-1.8,2,-2

# The list continues.
Molecule,CaV13 ICDI inh,Cardio protect,PDI turbidity,MC4R antagonist,ABCB6 inh 2,Granule exo inh,N-glyco inh,MC4R barr agon,ABHD5-PLIN5 inh,HTR2A ag
O=C1C2ON(c3ccc(Br)cc3)C(c3cccnc3)C2C(=O)N1C1CCCCC1 (centres undefined),-2,-2,5,13,94,1,1,2.1,1,-2
Cc1ccc(C(=O)NNC(=O)c2ccc3ccccc3c2O)cc1,-2,37,-5,-2,98,6,2,-0.1,5,0
CC(C)N1CCN(Cc2cnc(-c3ccccc3)s2)CC1CCO (centres undefined),-5,6,0,7,100,0,0,0.0,3,-2
CC1(C)CC[C@]2(C(=O)O[C@@H]3OC(CO)[C@@H](O)[C@H](O)[C@H]3O)CC[C@]3(C)C(=CCC4[C@@]5(C)CC[C@H](O[C@@H]6OC(C(=O)O)[C@@H](O)[C@H](O)[C@H]6O)C(C)(C)C5CC[C@]43C)[C@@H]2C1 (some centres undefined),0,-1,-7,13,102,2,2,4.8,4,6

# Assay outcomes from PubChem BioAssay.
